TDP1 block = qHTS Assay for Inhibitors of Tyrosyl-DNA Phosphodiesterase (TDP1); Tyrosyl-DNA phosphodiesterase 1 (Homo sapiens), Q9NUW8; recombinant TDP1, AlphaScreen DNA substrate cleavage; Potency, µM (highest dose often 130 µM), without a hit: top-dose activity change, negative = inhibition, hits mostly inhibitors; hit rate 0.28% among 350,000; AID 485290, 2010; further: nearly all actives have a fitted effect of over 40% in size
Target sequence (Q9NUW8 whole entry, looked up): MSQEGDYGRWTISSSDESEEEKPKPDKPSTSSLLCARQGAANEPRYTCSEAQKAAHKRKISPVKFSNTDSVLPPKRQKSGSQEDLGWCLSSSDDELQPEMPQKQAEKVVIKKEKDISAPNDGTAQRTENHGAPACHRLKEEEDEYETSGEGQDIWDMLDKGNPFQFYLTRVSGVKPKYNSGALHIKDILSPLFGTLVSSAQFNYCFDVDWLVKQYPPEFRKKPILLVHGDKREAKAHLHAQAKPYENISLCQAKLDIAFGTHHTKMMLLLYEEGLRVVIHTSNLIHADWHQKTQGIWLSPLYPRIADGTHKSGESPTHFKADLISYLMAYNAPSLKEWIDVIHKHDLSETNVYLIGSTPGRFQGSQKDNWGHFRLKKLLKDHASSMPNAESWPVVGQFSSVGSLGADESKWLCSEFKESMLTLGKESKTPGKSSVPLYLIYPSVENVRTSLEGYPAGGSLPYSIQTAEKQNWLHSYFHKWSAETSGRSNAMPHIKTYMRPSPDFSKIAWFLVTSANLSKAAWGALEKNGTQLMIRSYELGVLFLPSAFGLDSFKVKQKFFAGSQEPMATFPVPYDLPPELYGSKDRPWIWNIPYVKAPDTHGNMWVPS
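Recombinant human Tdp1 (E. coli-expressed, 1 nM final) preincubated with compounds 15 min at room temperature, then 5'-biotin/3'-phosphotyrosine-FITC DNA substrate (15 nM final) added for 5 min. AlphaScreen beads (10 ug/ml final) added 10 min; cleavage lowers signal.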
N370S GC = qHTS Assay for Inhibitors and Activators of N370S glucocerebrosidase as a Potential Chaperone Treatment of Gaucher Disease; Lysosomal acid glucosylceramidase (Homo sapiens), P04062; N370S GC spleen homogenate, 4MU-glucoside fluorescence; hit rate 0.092% among 330,000; Potency, µM (highest dose often 59.4 µM), for inactives: at the top dose activity change, negative = inhibition, most hits filed as inhibitors;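 further: 0% = full enzyme activity and -100% = no enzyme basal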
FEN1 inhibitor = qHTS Assay for the Inhibitors of Human Flap endonuclease 1 (FEN1); P39748; Recombinant FEN1 flap cleavage, fluorescence, 15 min; Potency, µM (highest dose often 114 µM), inactives show at the highest dose activity change, negative = inhibition, most hits filed as inhibitors; hit rate 0.35% among 390,000; AID 588795, 2011; further: nearly all actives have a fitted effect of over 65% in size
Target sequence (P39748 whole entry, looked up): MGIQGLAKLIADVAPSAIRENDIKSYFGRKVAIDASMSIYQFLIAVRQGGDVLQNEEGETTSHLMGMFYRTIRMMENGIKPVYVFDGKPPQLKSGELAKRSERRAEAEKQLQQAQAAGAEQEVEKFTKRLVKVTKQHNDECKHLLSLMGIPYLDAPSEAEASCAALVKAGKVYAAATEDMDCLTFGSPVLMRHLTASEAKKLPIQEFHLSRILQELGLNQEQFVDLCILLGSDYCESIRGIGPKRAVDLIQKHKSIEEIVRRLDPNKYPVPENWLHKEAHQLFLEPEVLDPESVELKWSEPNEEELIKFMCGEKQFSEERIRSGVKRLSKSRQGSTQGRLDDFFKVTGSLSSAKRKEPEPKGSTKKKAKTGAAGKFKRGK
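FEN1 at 10 nM preincubated with compounds 15 min at room temperature, then flap DNA substrate added at 50 nM final. Signal read at 0 and 15 min; concentration-response fitted with four-parameter Hill equation.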
An asterisk follows results filed as active; ? = inconclusive; . = not tested or not shown; & = joins results of further samples; [ ] = remark or other dose. The call rests on the fitted dose curve; in most records, active means well fitted curve in the direction sought with a large enough effect; inconclusive means small, poorly fitted or top-dose-only effect, or another doubt; inactive means no such curve, though single readings can be large; an effect the other way counts as inactive or inconclusive. Unless noted, on the % scale 0 is the no-effect control and ±100 the full control effect; potency means the concentration at half of the fitted maximal effect.

SMILES | TDP1 block | N370S GC | FEN1 inhibitor
CC(=O)Nc1ccc2[nH]c(C)cc(=O)c2c1 | 4% | -3% | -6%
CCn1c(Cc2ccccc2)nnc1SC(C)C(=O)NC1CC1 (stereo not given) | 11% | 0% | 6%
O=S(=O)(NCC(c1cccnc1)N1CCN(c2ccccc2)CC1)c1cccs1 (stereo not given) | 5% | 0% | -13%
COc1cc(S(=O)(=O)N2CC(=O)Nc3ccccc32)ccc1NC(C)=O | 8% | -9% | -6%
O=C(Nc1ccc2c(c1)N(C1CCCC1)C(=O)c1ccccc1S2)c1cccc(F)c1 | 4% | . | 6%
CC(=O)c1ccc(S(=O)(=O)NCCC(=O)NCCc2c[nH]c3ccccc23)cc1 | 3% | . | -11%
CCn1c(=O)c(C(=O)NCc2ccc(Cl)cc2)c(O)c2ccccc21 | . | 0% | 3%
COc1cc(NC(=O)C2CCN(S(=O)(=O)c3ccc4c(c3)CC(C)N4C(C)=O)CC2)cc(OC)c1OC (stereo not given) | 1% | 2% | -8%
CCn1cc(C(=O)N[C@@H](CCSC)C(=O)NCCOC)c(=O)c2cc3c(cc21)OCO3 | . | 0% | 3%
NC(=O)C(=O)N/N=C/c1c[nH]c2ccc(Br)cc12 | 5% | 2% | -17%
Cc1noc(NS(=O)(=O)c2ccc(NC(=O)c3ccc(F)cc3)cc2)c1C | 0% | . | -10%
O=C(OC[C@H]1O[C@@H](OC(=O)c2cc(O)c(O)c(OC(=O)c3cc(O)c(O)c(O)c3)c2)[C@H](OC(=O)c2cc(O)c(O)c(OC(=O)c3cc(O)c(O)c(O)c3)c2)[C@@H](OC(=O)c2cc(O)c(O)c(OC(=O)c3cc(O)c(O)c(O)c3)c2)[C@@H]1OC(=O)c1cc(O)c(O)c(OC(=O)c2cc(O)c(O)c(O)c2)c1)c1cc(O)c(O)c(OC(=O)c2cc(O)c(O)c(O)c2)c1 | . | -10% | -83%
Cc1ccc(Cn2c(SCc3ccc(C(=O)NCCc4ccccc4)cc3)nc3ccncc32)cc1 | 5% | . | -14%
CN(C)c1ccc(NC(=O)COC(=O)c2ccc3c(c2)OCO3)cc1 | 5% | . | -8%
N#CCc1ccc(C(=O)c2ccccc2F)s1 | 3% | 10% | -5%
CC(C)NC(=S)N=Nc1c(O)[nH]c2ccc([N+](=O)[O-])cc12 | 8% | -9% | -11%
Cc1ccc(OCC(=O)Nc2cc3nn(-c4ccccc4)nc3cc2C)cc1 | -3%[12.3 µM] | . | -3%
NCCCCCCCCCCNS(=O)(=O)c1cccc2c(Cl)cccc12 | 17%[56.1 µM] | ? | -22%
CC(=O)Nc1cccc(-c2cc(C)c3cc4c(cc3n2)OCO4)c1 | . | -11% | ?
CC(=O)c1sc(N/N=C\c2ccc(Br)cc2)nc1C | -3% | -6% | 3%
CC(=O)Nc1ccc(-c2csc(Nc3ccc(Cl)cn3)n2)cc1 | -8% | -3% | -9%
CN(CC(=O)NC(=O)NC1CCCCC1)Cc1ccccc1 | 2% | . | 11%
CCc1nc2cc(C)nn2c2nc3ccccc3n12 | 2% | -13% | -4%
O=C(CSc1nnc(-c2ccncc2)o1)NCc1ccccc1Cl | -5% | -19% | 5%
COC(C[C@H](O)[C@H](C)[C@H](O)COCc1ccccc1)OC | 0% | -3% | -1%
SMILES | TDP1 block | N370S GC | FEN1 inhibitor
CC(=O)Nc1ccc(OCCOc2ccc(/C=C3/C(=N)N4C=CSC4=NC3=O)cc2)cc1 | -5% | -4% | -2%
CSC1=C(C#N)C(c2ccccc2C)C(C#N)=C(N)N1 (stereo not given) | 4% | -1% | 13%
C/C(Cn1cnc([N+](=O)[O-])n1)=N/NC(=O)COc1ccccc1Cl | -3% | 13% | -5%
Cc1cccc(NC(=O)CNC(=O)c2cccs2)n1 | 0% | -8% | 2%
O=C(Nc1ccccc1Cl)C1CCCN(S(=O)(=O)c2cccc3cccnc23)C1 (stereo not given) | 5% | 5% | 13%
COc1ccc(S(=O)(=O)NCCSc2nnnn2-c2ccccc2)cc1 | 5% | . | 4%
COc1ccc(CNc2ncnc3cc(Cl)ccc23)cc1 | 0% | 2% | 3%
CC(=O)N1c2ccc(S(=O)(=O)N3CCC(C(=O)N4CCN(c5cccc(C(F)(F)F)c5)CC4)CC3)cc2CC1C (stereo not given) | 2% | 3% | 18%
CCOC(=O)C1=C(C)Nc2nc(C)nn2C1c1ccc(C)cc1 (stereo not given) | 4% | -8% | 11%
Cc1ccc(N(Cc2cc3ccccc3[nH]c2=O)C(=O)c2ccco2)c(C)c1 | 5% | 0% | 9%
O=C(Nc1ccc(Cl)cn1)c1cccc(S(=O)(=O)N2CCCCC2)c1 | 5%[0.0935 µM] | 2% | 1%
O=C(CSc1nc(-c2ccccc2)[nH]c1-c1ccccc1)Nc1ccc2c(c1)OCO2 | 10% | . | -10%
CC1=NOC(=O)/C1=C\c1ccc(-c2ccccc2Br)o1 | -2% | 5% | 40µM*
COC(=O)c1cc(-c2ccccc2)n[nH]1 | 0% | -7% | 0%
Cc1cccc(N(C)S(=O)(=O)c2ccc(-c3cc(C)no3)s2)c1 | 0%&5% | 3% | 0%&8%
COc1ccc2cc(C(=O)C3CCCN(C(=O)c4cnccn4)C3)ccc2c1 (stereo not given) | . | 15% | 1%
CSC1=NCCN1S(=O)(=O)c1ccc(Cl)cc1 | -5% | 2% | -5%
Nc1ccc2oc(-c3ccc4nc[nH]c4c3)nc2c1 | 8%[56.1 µM] | -3% | ?
CCN(CC)C(=O)CN(c1cccc([N+](=O)[O-])c1)S(=O)(=O)c1ccccc1 | 3% | -1% | 0%
CC(=O)c1ccc(S(=O)(=O)N2CCN(CC(=O)Nc3ccccc3C(=O)NC3CC3)CC2)cc1 | 0% | . | 1%
Cc1cc(NC(=O)C2CCC2)n(-c2ccccn2)n1 | 4% | 10% | 0%
CCc1ccccc1-n1c(SCC(=O)N2CCCC2)nc2[nH]ncc2c1=O | 6% | 9% | 17%
CCOc1ccc(C2CC(=O)NC(SCC(=O)OC)=C2C#N)cc1 (stereo not given) | 0% | -8% | 13%
COC(=O)c1ccc(NC(=O)C(=O)N2CCN(C(=S)Nc3ccccc3OC)CC2)cc1 | 6% | -7% | 5%
COC(=O)C1=C(C)NC(=O)NC1c1ccsc1 (stereo not given) | 2% | 2% | 1%
SMILES | TDP1 block | N370S GC | FEN1 inhibitor
Cc1ccccc1NC(=S)N1CCC(C(=O)c2ccc(F)cc2)CC1 | 0% | 13% | -7%
N/C(=N\c1nc2ccccc2o1)NC(=O)c1cccc(Cl)c1 | 3% | 2% | -1%
Cc1ccc(-n2c(-c3ccccc3)nnc2-c2cccs2)cc1 | -3% | -6% | 4%
Cc1occc1-c1nnc(SCC(=O)N2CCCCC2C)o1 (stereo not given) | -1% | . | 21%
Cc1cc(OCC(=O)N[C@@H](CSCc2ccccc2)C(=O)O)c2c(C)c(C)c(=O)oc2c1 | . | ? | 9%
COc1ccc(CCC(=O)NCCc2cn3c(C)csc3n2)cc1 | 5% | 3% | -4%
CCOC(=O)N1CCN(C(=O)c2ccc(N(C)S(C)(=O)=O)cc2)CC1 | 1% | 3% | 3%
CC1(C)C2CCC1(CS(=O)(=O)NCc1ccc(S(N)(=O)=O)cc1)C(=O)C2 (stereo not given) | 3% | 1% | 2%
CCn1c(COc2ccc3c(c2)OCO3)nnc1SCC(=O)c1ccccc1 | -4% | -12% | -2%
O=C(CSc1nnc2n1CCCN2C(=S)Nc1ccc(Cl)cc1)c1ccccc1 | -2% | 0% | 15%
CCOC(=O)C1=C(CS(=O)(=O)c2c(C)cc(C)cc2C)NC(=O)NC1c1cccc(OC)c1 (stereo not given) | 2% | . | 10%
CCOc1ccc(C2c3c(oc4ccccc4c3=O)C(=O)N2Cc2ccc3c(c2)OCO3)cc1 (stereo not given) | -1% | . | 6%
Cc1ccccc1OCC(=O)NCC(C)NC(=O)COc1ccccc1C (stereo not given) | 1% | . | -15%
CC(=O)N1CCc2cc(S(=O)(=O)CCC(=O)N3CCN(c4cccc(C)c4C)CC3)ccc21 | -2% | . | -5%
COC(=O)c1ccccc1NC(=O)CCCn1nc([N+](=O)[O-])c(Br)c1C | -5% | -13% | 14%
CCCCN(C)CCC(=O)Nc1ccc(OC)cc1OC | 2% | -4% | -5%
OC[C@@H]1OC(O)[C@@H](O)[C@H](O)[C@@H]1O (stereo not given in full) | 6% | -12% | .
CCN(CC)C(=O)COc1ccc(/C(C)=N/NC(=O)c2ccccc2Br)cc1 | -2% | 1% | 0%
Cn1c(SCC(=O)Nc2ccccc2F)nnc1-c1cc2ccccc2o1 | -2% | 6% | -4%
Cc1ccnc(-n2sc3ccccc3c2=O)n1 | 11% | -3% | ?
O=C(NCc1ccc(C(F)(F)F)cc1)C12CN(Cc3ccccc3)CC1C(c1cccc([N+](=O)[O-])c1)=NO2 (stereo not given) | 4% | -13% | -21%
CC(C)CN1CCN(Cc2ccc(Oc3ncccn3)cc2)CC1CCO (stereo not given) | . | -3% | 14%
COc1ccc(C2(CNC(=O)/C=C\c3ccco3)CCCC2)cc1OC | 3% | 5% | 6%
CCOC(=O)c1cccc(NC(=O)CCc2c(C)nn(-c3ccc(N4CCCC4)nn3)c2C)c1 | 5% | . | -1%
COC(=O)c1cc(NC(=O)c2ccccc2F)cc(C(=O)OC)c1 | 6% | -2% | -3%
SMILES | TDP1 block | N370S GC | FEN1 inhibitor
Cc1cc(C)n2nc(C(=O)N3CCCC(CNS(=O)(=O)c4cccs4)C3)cc2n1 (stereo not given) | 4% | -13% | -18%
COc1ccc(NC(=O)c2[nH]c(C)c(C(C)=O)c2C)cc1Cl | 4% | 11% | -15%
Cc1cc([N+](=O)[O-])ccc1NCc1cccc([N+](=O)[O-])c1 | 4% | 5% | 1%
CN(C)S(=O)(=O)c1ccc(C(=O)NCCSc2ccc(Br)cc2)cc1 | -6% | 16% | -5%
COc1ccc(S(=O)(=O)N2CCN(C)CC2)cc1NC(=O)c1ccccc1F | 5% | -21% | -4%
COc1cccc(CC(=O)Nn2c(C)nc3ccccc3c2=O)c1 | 0% | 1% | -6%
CC(=O)Nc1ccc(S(=O)(=O)C(C#N)c2nc3ccccc3nc2NCCO)cc1 (stereo not given) | 3% | ? | -19%
O=C(C1CCN(S(=O)(=O)Cc2ccccc2)CC1)N1CCCc2ccccc21 | 4% | 0% | -3%
CNS(=O)(=O)c1cccc(C(=O)NCC2(N3CCOCC3)CCCCC2)c1 | 5% | 3% | 44%[activator]
O=c1c(-c2ccccc2)coc2c(CN3CCCC3)c(O)ccc12 | 0% | -13% | 3%
Cc1ccc(C)n1-c1ccc(C(=O)NC2CCN(Cc3ccccc3)CC2)cc1 | -3% | -7% | -14%

In another format: results already given.
Values in the order – TDP1 block | N370S GC | FEN1 inhibitor
> Cn1c(SCC(=O)Nc2ccccc2F)nnc1-c1cc2ccccc2o1
  -2% | 6% | -4%
> Cc1ccnc(-n2sc3ccccc3c2=O)n1
  11% | -3% | ?
> O=C(NCc1ccc(C(F)(F)F)cc1)C12CN(Cc3ccccc3)CC1C(c1cccc([N+](=O)[O-])c1)=NO2 (stereo not given)
  4% | -13% | -21%
> CC(C)CN1CCN(Cc2ccc(Oc3ncccn3)cc2)CC1CCO (stereo not given)
  . | -3% | 14%
> COc1ccc(C2(CNC(=O)/C=C\c3ccco3)CCCC2)cc1OC
  3% | 5% | 6%
> CCOC(=O)c1cccc(NC(=O)CCc2c(C)nn(-c3ccc(N4CCCC4)nn3)c2C)c1
  5% | . | -1%
> COC(=O)c1cc(NC(=O)c2ccccc2F)cc(C(=O)OC)c1
  6% | -2% | -3%
> Cc1cc(C)n2nc(C(=O)N3CCCC(CNS(=O)(=O)c4cccs4)C3)cc2n1 (stereo not given)
  4% | -13% | -18%
> COc1ccc(NC(=O)c2[nH]c(C)c(C(C)=O)c2C)cc1Cl
  4% | 11% | -15%
> Cc1cc([N+](=O)[O-])ccc1NCc1cccc([N+](=O)[O-])c1
  4% | 5% | 1%
> CN(C)S(=O)(=O)c1ccc(C(=O)NCCSc2ccc(Br)cc2)cc1
  -6% | 16% | -5%
> COc1ccc(S(=O)(=O)N2CCN(C)CC2)cc1NC(=O)c1ccccc1F
  5% | -21% | -4%
> COc1cccc(CC(=O)Nn2c(C)nc3ccccc3c2=O)c1
  0% | 1% | -6%
> CC(=O)Nc1ccc(S(=O)(=O)C(C#N)c2nc3ccccc3nc2NCCO)cc1 (stereo not given)
  3% | ? | -19%
> O=C(C1CCN(S(=O)(=O)Cc2ccccc2)CC1)N1CCCc2ccccc21
  4% | 0% | -3%
> CNS(=O)(=O)c1cccc(C(=O)NCC2(N3CCOCC3)CCCCC2)c1
  5% | 3% | 44%[activator]
> O=c1c(-c2ccccc2)coc2c(CN3CCCC3)c(O)ccc12
  0% | -13% | 3%

Assay outcomes (PubChem BioAssay)
